TDP43 rescue – TDP-43 toxicity inhibition in yeast; TDP-43 expressing yeast growth rescue, BacTiter-Glo, 24 h; Potency, µM (series often up to 46.1 µM), for inactives: at the top dose growth rescue (activation), most hits filed as activators; 410,000 tested, 1.8% active; note: % of control where 0% means no effect; nearly all actives have a fitted effect of over 50% in size
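Yeast cells expressing TDP-43 under galactose induction are exposed to compounds for 24 hr at 30 deg C. BacTiter-Glo luminescence measures growth, so protective compounds score as activators.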
EPAC1 antagonist – EPAC1 (human) antagonism. O95398. EPAC1 GEF assay, Rap1b-BODIPY-GDP exchange fluorescence. Potency, µM (series often up to 115 µM), for inactives: at the top dose activity change, negative = inhibition, usual class: inhibitors. 360,000 tested, 0.14% active. AID 720709;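 note: plate controls were vehicle for no effect and positive control for full effect; nearly all actives have a fitted effect of over 50% in size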
Target sequence (O95398 whole entry, looked up): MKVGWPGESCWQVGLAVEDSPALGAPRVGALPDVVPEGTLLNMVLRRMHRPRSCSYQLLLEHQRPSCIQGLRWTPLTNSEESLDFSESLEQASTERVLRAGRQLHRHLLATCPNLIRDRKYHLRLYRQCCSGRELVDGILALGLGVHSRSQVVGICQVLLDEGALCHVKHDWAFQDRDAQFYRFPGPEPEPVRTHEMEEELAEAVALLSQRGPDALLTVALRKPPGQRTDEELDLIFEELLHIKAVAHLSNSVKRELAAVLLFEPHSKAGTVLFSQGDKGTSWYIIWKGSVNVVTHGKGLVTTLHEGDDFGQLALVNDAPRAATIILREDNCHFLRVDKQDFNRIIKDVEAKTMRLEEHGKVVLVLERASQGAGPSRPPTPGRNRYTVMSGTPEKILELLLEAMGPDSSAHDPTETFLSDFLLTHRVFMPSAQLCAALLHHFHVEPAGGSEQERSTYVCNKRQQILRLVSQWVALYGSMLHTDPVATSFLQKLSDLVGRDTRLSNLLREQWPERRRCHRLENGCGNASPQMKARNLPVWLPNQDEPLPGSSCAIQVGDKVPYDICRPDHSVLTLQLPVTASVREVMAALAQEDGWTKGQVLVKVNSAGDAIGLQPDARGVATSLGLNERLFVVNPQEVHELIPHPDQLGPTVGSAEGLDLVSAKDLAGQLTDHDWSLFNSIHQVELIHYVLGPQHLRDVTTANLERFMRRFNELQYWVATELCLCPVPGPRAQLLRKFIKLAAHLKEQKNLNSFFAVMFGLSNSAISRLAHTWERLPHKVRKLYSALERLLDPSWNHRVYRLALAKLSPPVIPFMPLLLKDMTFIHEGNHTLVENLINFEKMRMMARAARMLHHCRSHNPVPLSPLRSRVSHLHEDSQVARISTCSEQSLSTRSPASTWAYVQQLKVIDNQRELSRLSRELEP
EPAC2 antag – antagonists of human EPAC2; Q8WZA2; EPAC2 GEF exchange of Rap1B-BODIPY-GDP, fluorescence; Potency, µM (titrated, usually from 114 µM), without a hit: top-dose activity, negative = inhibition, most hits filed as inhibitors; 360,000 tested, 0.18% active; AID 720708; note: % is set by controls: 0 for no effect and ±100 for the full control effect; nearly all actives have a fitted effect of over 45% in size; many of its hits are not listed in these tables
PTHR1 ag – activates the human parathyroid hormone receptor PTHR1; 410,000 tested, 0.075% active; Q03431; AID 743266; HEK293 GP2 PTHR1 cells, GloSensor cAMP luminescence, 1 h; Potency, µM (highest dose often 115 µM), inactives show at the highest dose activation, usual class: activators; note: nearly all actives have a fitted effect of over 55% in size; some results filed as inactive show a strong effect at the top dose; inactives centre near -15; many of its hits are not listed in these tables
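HEK-293-derived GP2 cells expressing PTHR1 and a GloSensor cAMP reporter, 3,000/well, plated overnight, given luciferin plus IBMX (each 0.5 mM as added) for 1 h at 37 °C, then compound for 1 h at 37 °C. Luminescence was read after 15 min at room temperature.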
EPAC1 ag – activates human EPAC1 exchange factor | O95398 | EPAC1 agonist qHTS, biochemical assay; response scale: 100% = response to 6.5 mM cAMP | Potency, µM (doses to about 154 µM), inactives show at the highest dose activation, hits mostly activators | 360,000 tested, 0.073% active | AID 720707; note: nearly all actives have a fitted effect of over 60% in size
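EPAC1 100 nM, Rap1B–BODIPY-GDP 250 nM, unlabeled GDP 50 uM; compound titration; 5 min RT; kinetic read ex480/em540 at 5-min intervals ×30 min; data normalized to 6.5 mM cAMP agonist control.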
FUS suppressor – suppressors of FUS proteinopathy in yeast. Potency, µM (titrated, usually from 76.6 µM), for inactives: at the top dose growth rescue (activation), actives largely listed as activators. 390,000 tested, 0.24% active. S. cerevisiae FUS-expressing, growth rescue, OD600, 24 h;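 note: plate controls were DMSO vehicle for no effect and reference control for full effect; nearly all actives have a fitted effect of over 55% in size; some results filed as inactive show a strong effect at the top dose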
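Absorbance at 600 nm, taken 24hr after compound addition, measured rescue of FUS-yeast growth at 30C. Induction used 2% galactose with seeding at OD 0.005. Controls: CP55940 from 92uM final, DMSO only.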
EPAC2 ag – EPAC2 (human) agonism | Potency, µM (series often up to 154 µM), inactives show at the highest dose activation, most hits filed as activators | Q8WZA2 | EPAC2 activation, biochemical qHTS; response scale: 100% = 6.5 mM cAMP response | 360,000 tested, 0.079% active | AID 720711; note: nearly all actives have a fitted effect of over 50% in size
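Each well held 100 nM EPAC2, 250 nM RAP1B-BODIPY-GDP and 50 uM GDP. Fluorescence, read at 5-min intervals to 30 min, was referenced to a 6.5 mM cAMP positive control.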
aSyn rescue – alpha-synuclein toxicity inhibition in yeast. Yeast expressing alpha-synuclein, growth rescue, BacTiter-Glo, 24 h. Potency, µM (titrated, usually from 46.1 µM), inactives show at the highest dose growth rescue (activation), hits mostly activators. 370,000 tested, 0.14% active; note: % of control where 0% means no effect; nearly all actives have a fitted effect of over 65% in size
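Rescue of yeast growth: cells expressing toxic alpha-synuclein, induced in galactose at OD600 0.02, incubated with compound 24 h at 30 C. ATP luminescence quantified growth; inhibitors of toxicity appear as activators.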
* = called active by the depositor; i = inactive; ? = inconclusive; / = not tested or not shown; [ ] = dose if it differs, or a comment. Calls come from the whole dose curve; as a rule, active = well fitted curve in the direction sought with a large enough effect; inconclusive = small, poorly fitted or top-dose-only effect, or another doubt; inactive = no such curve, though single readings can be large; an effect the other way counts as inactive or inconclusive. Potency is the fitted concentration of half-maximal effect. These rows are one share of the data. The share of hits here may be higher or lower than overall.

SMILES	TDP43 rescue	EPAC1 antagonist	EPAC2 antag	PTHR1 ag	EPAC1 ag	FUS suppressor	EPAC2 ag	aSyn rescue
Cc1ccc(Cl)cc1N1CCN(C(=O)Cn2cnc3onc(-c4ccc(F)cc4)c3c2=O)CC1	?	/	/	i	/	26%	/	?
COC(=O)[C@@]1(Cc2ccc(OC)cc2)[C@H]2c3cc(C(=O)N4CCCC4)n(CCO)c3C[C@H]2CN1C(=O)c1ccccc1	9%	9%	-2%	-13%	9%	36%	10%	10%
COC(=O)c1ccccc1NC(=O)C1CCN(S(=O)(=O)c2cc(OC)ccc2OC)CC1	19%	-13%	-3%	-7%	14%	30%	27%	0%
COc1ccccc1N1CCN(C(=O)c2cc(-c3ccc(F)cc3)[nH]c2C)CC1	?	-28%	-16%	-25%	10%	?	13%	27%
Cc1nc(SCCc2ccccc2)[nH]c(=O)c1C	?	-12%	2%	i	-4%	4%	9%	3%
COc1cc2c(cc1NC(=O)C(c1ccccc1)c1ccccc1)CCCC2	12%	-5%	-5%	i	8%	4%	-3%	-10%
COc1ccc(-n2c(=S)[nH]c3cc(C(=O)Nc4cccc(C)c4)ccc3c2=O)cc1	-8%	-19%	1%	-1%	7%	15%	14%	0%
Cc1cccc(C(=O)c2cnc3ccccc3c2-c2ccccc2)c1	?	5%	?	-38%[inhibitor]	11%	38%	4%	6%
Cc1cc(C)c(C)c(SCC(=O)Nc2oc(C)c3c(C)n[nH]c(=O)c23)c1C	18%	7%	-1%	-47%[inhibitor]	-5%	12%	-12%	-3%
CCC(CC)Nc1ccc(C(CC(N)=O)NC(=O)Cc2ccc(Br)cc2)cc1[N+](=O)[O-] (configuration not stated)	8%	-23%	-2%	i	-5%	-9%	-8%	0%
COc1cccc(SCc2noc(C(=O)NC(C)C)c2C(=O)NC(C)C)c1	0%	0%	-5%	-18%	-3%	7%	9%	1%
CCOC(=O)CC1(C)Sc2ccccc2N1S(=O)(=O)c1ccc(C)cc1 (configuration not stated)	-18%	-3%	?	-54%[inhibitor]	6%	16%	10%	4%
CCN(CC)S(=O)(=O)c1ccc(NC(=O)Cc2cccs2)cc1	-9%	-4%	-1%	-3%	6%	-9%	2%	-6%
C[n+]1cccc(/C=N/NC(=O)CC23CC4CC(CC(C4)C2)C3)c1	29%	18%	2%	i	-6%	11%	-3%	-5%
O=C(Nc1ccccc1)C1=C(Nc2ccccc2)CSC1	23%	-1%	-10%	-12%	5%	7%	20%	-8%

Reprinted from the entries so far (6 entries):
SMILES	TDP43 rescue	EPAC1 antagonist	EPAC2 antag	PTHR1 ag	EPAC1 ag	FUS suppressor	EPAC2 ag	aSyn rescue
COC(=O)[C@@]1(Cc2ccc(OC)cc2)[C@H]2c3cc(C(=O)N4CCCC4)n(CCO)c3C[C@H]2CN1C(=O)c1ccccc1	9%	9%	-2%	-13%	9%	36%	10%	10%
COC(=O)c1ccccc1NC(=O)C1CCN(S(=O)(=O)c2cc(OC)ccc2OC)CC1	19%	-13%	-3%	-7%	14%	30%	27%	0%
COc1ccccc1N1CCN(C(=O)c2cc(-c3ccc(F)cc3)[nH]c2C)CC1	?	-28%	-16%	-25%	10%	?	13%	27%
Cc1nc(SCCc2ccccc2)[nH]c(=O)c1C	?	-12%	2%	i	-4%	4%	9%	3%
COc1cc2c(cc1NC(=O)C(c1ccccc1)c1ccccc1)CCCC2	12%	-5%	-5%	i	8%	4%	-3%	-10%
COc1ccc(-n2c(=S)[nH]c3cc(C(=O)Nc4cccc(C)c4)ccc3c2=O)cc1	-8%	-19%	1%	-1%	7%	15%	14%	0%

The list goes on.
SMILES	TDP43 rescue	EPAC1 antagonist	EPAC2 antag	PTHR1 ag	EPAC1 ag	FUS suppressor	EPAC2 ag	aSyn rescue
CCOc1ccc(NC(=S)N2CCC(c3nc4ccccc4[nH]3)CC2)cc1	22%	5%	-2%	-1%	12%	-6%	5%	3%
Cc1cc(C)cc(C(=O)NCC(=O)N2CCC(C(N)=O)CC2)c1	18%	3%	-27%	-11%	9%	-10%	3%	0%
O=C(O)C1CC=CCC1C(=O)NCCc1csc(-c2ccccc2)n1 (configuration not stated)	5%	0%	-10%	7%	-4%	-5%	3%	0%
O=C(CCC1COc2ccccc2O1)Nc1ncccc1O (configuration not stated)	18%	1%	4%	i	-1%	-9%	13%	0%
O=C(Cn1ccc(NC(=O)OCc2ccccc2)nc1=O)NCCCN1CCCC1=O	-4%	-1%	-11%	22%	-12%	-19%	11%	-4%
O=C1/C(=C/c2ccccc2)SC(=S)N1CC(=O)N1CCCCC1c1cccnc1 (configuration not stated)	-6%	10%	-7%	-2%	14%	28%	5%	18%
Cc1ccc(C)c(NC(NC(=O)c2cccnc2)C(Cl)(Cl)Cl)c1 (configuration not stated)	-25%	19%	12%	-23%	1%	10%	-1%	1%
CC(=O)Nc1cccc(-c2ccnc3c2CC(C(=O)Nc2ccccc2)O3)c1 (configuration not stated)	14%	-8%	-4%	-8%	-1%	1%	7%	-2%
COc1ccc(Cl)cc1N(CC(=O)N1CCCC1)S(=O)(=O)c1ccc(C)cc1	-15%	-12%	-1%	-8%	-8%	6%	5%	0%
CCOC(=O)c1ccc(NC(=O)CCC(CC)C(=O)O)cc1 (configuration not stated)	-2%	-3%	4%	-29%[57.5 µM]	9%	3%	8%	2%
COc1ccc(S(=O)(=O)Cc2ccc(C(=O)N3CCC(C(N)=O)CC3)o2)cc1	10%	0%	-2%	-20%	-19%	-25%	0%	-2%
C/C(=N\OCC(=O)OCC(=O)NC(=O)c1ccc(OC(F)F)cc1)c1ccc2c(c1)OCO2	12%	?	-8%	i	?	25%	-6%	1%
Fc1ccc(-n2c(Cc3ccccc3)nnc2SCc2nc(-c3ccc(Cl)cc3)no2)cc1	11%	2%	-12%	-6%[57.5 µM]	14%	33%	8%	?
N/C(=N\S(=O)(=O)c1ccc(Cl)s1)c1ccccc1	12%	-1%	0%	-9%[57.5 µM]	2%	-4%	9%	14%
CC(=O)N1CCN(c2nnc(-c3ccc(C)cc3)c3ccccc23)CC1	7%	-1%	-6%	i	-2%	6%	4%	14%
CN1CCN(C(=O)c2cc(S(=O)(=O)Nc3ccccc3F)c(Cl)cc2Cl)CC1	0%	-19%	5%	?	5%	33%	1%	0%
O=C(O)c1cccc(NS(=O)(=O)c2ccc3c(c2)OCCCO3)c1	/	-10%	7%	-8%	3%	15%	8%	-7%
C/C(=N/NC(=O)c1cccs1)c1cccs1	-16%[1.82 µM]	8%	8%	-11%	-12%	-1%	2%	7%
C#CCN1[C@@H]2CCN(C2)c2cc(Br)ccc2S1(=O)=O	18%	-25%	-20%	-16%	1%	-19%	7%	8%
Cc1cc(CNC(=O)c2cccc([N+](=O)[O-])c2)c2ccccc2n1	/	?	1%	-29%	4%	25%	7%	-2%
Cc1cc(NC(=O)CSc2ccnc(=O)[nH]2)no1	-1%	-13%	1%	-18%	-8%	7%	3%	1%
N#Cc1cn(N2CCCCC2)c(=O)[nH]c1=O	-9%	5%	-1%	i	3%	3%	10%	5%
Nc1nc(NCc2ccco2)nc(NCCO)c1[N+](=O)[O-]	14%	-9%	6%	-22%	12%	-22%	5%	3%
Cc1ccc(C(=O)N/C(=C\c2ccco2)C(=O)NC2CCS(=O)(=O)C2)cc1 (configuration not stated)	-2%	-22%	-1%	-5%	11%	23%	11%	5%
COc1ccc(N2CC(C(=O)N3CCCC(C)C3)CC2=O)cc1 (configuration not stated)	14%	0%	14%	-16%	-6%	7%	-6%	1%
O=C(Nc1ccc(Br)c(C(F)(F)F)c1)c1ccc(C(F)(F)F)cc1	-92%[inhibitor]	-20%	-27%	-9%	4%	11%	13%	-47%[inhibitor]
Cc1cc(NC(=O)CCCOc2ccc(Cl)cc2Cl)no1	1%	3%	5%	-7%[57.5 µM]	-8%	2%	-1%	4%
O=C(Nc1ccc(S(=O)(=O)N2CCOCC2)cc1)c1ccccc1Br	0%	-7%	-1%	-33%[inhibitor]	-7%	-4%	5%	1%
CN(CC1CCCN(CCc2ccccc2F)C1)C(=O)c1cc2ccccc2o1 (configuration not stated)	-1%	6%	13%	-25%	14%	-50%	4%	2%
CC(C)C(C(=O)NC1CCCC1)N(CC1CCCO1)C(=O)CNS(=O)(=O)c1ccccc1 (configuration not stated)	-8%	-9%	-6%	-11%	4%	6%	4%	1%
Cc1ccc(-c2nnc(SCC(N)=O)nc2-c2ccc(C)cc2)cc1	22%	2%	-19%	-8%	1%	-4%	-13%	1%
O=C(O)c1cccc(-c2ccc(/C=N/Nc3ccc([N+](=O)[O-])cc3)o2)c1	-3%	?	-14%	-6%	-6%	0%	-8%	-4%
COCc1ccc(C(=O)N2CCCC(C(=O)c3ccc(Cl)cc3C)C2)o1 (configuration not stated)	?	-11%	-11%	i	-3%	3%	-1%	3%
Cc1cccc(CCNS(=O)(=O)c2ccc3c(c2)oc(=O)n3C)c1	-6%	9%	0%	-39%	2%	-3%	5%	/
CCN(CC(=O)Nc1ccc(C#N)cc1)CC(=O)Nc1ccc2c(c1)OCCO2	11%	5%	0%	i	1%	?	-1%	-2%
Cc1ccc(Nc2nc(C)c3c(n2)CC(C)CC3=O)c(C)c1 (configuration not stated)	?	-25%	-6%	-8%	1%	7%	8%	8%
CCOc1ccc(C(=O)Nc2nnc(C3=COCCO3)o2)cc1	12%	?	-1%	i	-2%	2%	1%	0%
COc1cc(/C=N/NC(=O)c2ccc(O)cc2)ccc1OCC(=O)N1CC(C)OC(C)C1 (configuration not stated)	-27%	-7%	-1%	2%	10%	19%	7%	-2%
COc1ccc2cc(S(=O)(=O)N3CCCCCC3)ccc2c1	-10%	-4%	?	-23%	17%	20%	22%	10%
O=S(=O)(c1ccc(NC(=S)NN=C(C2CC2)C2CC2)cc1)N1CCOCC1	19%	5%	13%	i	11%	2%	11%	-7%
COc1cccc(NC(=O)c2ccccc2NS(C)(=O)=O)c1	-3%	12%	13%	-6%[57.5 µM]	5%	15%	3%	-10%
COc1cc(/C=C2\C(=O)N(c3ccccc3)N=C2C)ccc1Oc1ccc([N+](=O)[O-])cc1[N+](=O)[O-]	-22%	-9%	-1%	-33%[inhibitor]	4%	/	3%	0%
Cc1ccc(NC(=O)CSCC(=O)NC2(C)CCS(=O)(=O)C2)cc1 (configuration not stated)	20%	0%	-8%	-18%	1%	1%	3%	0%

Two entries from above in a different format.
| SMILES | TDP43 rescue | EPAC1 antagonist | EPAC2 antag | PTHR1 ag | EPAC1 ag | FUS suppressor | EPAC2 ag | aSyn rescue |
| --- | --- | --- | --- | --- | --- | --- | --- | --- |
| Cc1ccc(Nc2nc(C)c3c(n2)CC(C)CC3=O)c(C)c1 (configuration not stated) | ? | -25% | -6% | -8% | 1% | 7% | 8% | 8% |
| CCOc1ccc(C(=O)Nc2nnc(C3=COCCO3)o2)cc1 | 12% | ? | -1% | i | -2% | 2% | 1% | 0% |

Compound activity from PubChem BioAssay.
